Assay outcomes from PubChem BioAssay.
esBAF inh – SWI/SNF esBAF complex inhibition; mouse ES cells, Bmi1-luciferase knock-in reporter, 24 h; 100% = twice the neutral-well signal; reporter increase, % at 12.5 µM; hit rate 2% among 350,000; in the data active = activation above about 40%; inconclusive = no clear call, values can overlap the other calls;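 note: 0% = median of the plate's neutral control wells and 100% = double that signal; a rise in the Bmi1 reporter signal indicates esBAF inhibition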
RAD52 inh – inhibitors of human RAD52 DNA annealing | recombinant RAD52 DNA annealing, FRET fluorescence | inhibition, % at 18.7 µM | AID 651710 | P43351 | hit rate 0.46% among 360,000;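 active = every replicate showing at least 50% inhibition; inconclusive = mean inhibition at least 50% but not in every replicate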
Target sequence (P43351 whole entry, looked up): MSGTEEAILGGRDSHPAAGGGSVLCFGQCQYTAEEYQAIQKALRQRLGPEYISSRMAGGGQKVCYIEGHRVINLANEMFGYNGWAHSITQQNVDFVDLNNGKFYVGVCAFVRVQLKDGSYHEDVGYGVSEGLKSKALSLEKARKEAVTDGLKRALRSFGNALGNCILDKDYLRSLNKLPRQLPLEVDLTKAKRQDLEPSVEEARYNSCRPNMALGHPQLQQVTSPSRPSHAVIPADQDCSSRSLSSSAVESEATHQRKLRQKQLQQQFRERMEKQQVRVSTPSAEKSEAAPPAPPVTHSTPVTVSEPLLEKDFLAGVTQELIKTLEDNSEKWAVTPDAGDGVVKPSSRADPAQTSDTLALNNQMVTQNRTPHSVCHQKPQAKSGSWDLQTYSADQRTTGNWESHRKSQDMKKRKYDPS
RAD54 inh – RAD54 (human) branch migration inhibition; Q92698; RAD54 Holliday junction branch migration, FAM/BHQ fluorescence; inhibition, % at 10.4 µM; hit rate 0.14% among 360,000; AID 602329;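 active = mean normalized replicate activity at least 40 and at least half of replicates scoring 40 or more; inconclusive = only one of the two criteria met; inactive = mean below 40 and under half of replicates reaching 40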;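 note: 0% = median of neutral control wells and 100% = median of positive control wells; inhibitors cause a drop in the FAM fluorescence signal; in these data hits start at about 50%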
CFTR F508del cor – CFTR F508del correction in bronchial cells; CFBE cells, YFP halide quenching; stimulated with forskolin plus potentiator P3; % fluorescence drop versus neutral controls; activity (quench increase), % at 7.58 µM; hit rate 0.36% among 350,000;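 active = mean added fluorescence quench of at least 8% versus neutral control, with both replicates also reaching 8%; inconclusive = only one of the mean or replicate conditions met; inactive = mean below 8% and not both replicates reaching 8%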;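 note: cells transiently co-express mutant CFTR-F508del with the halide-sensitive YFP; corrector assay measuring rescue of mutant channel to the surface after 24 h compound exposure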
XiGFP reactiv – activators of X-chromosome reactivation in mouse fibroblasts | XiGFP mouse fibroblasts, % GFP-positive cells imaging, 3 d; cells co-treated with 5-aza-dC sensitizer; scaled so ellipticine positive control = 100% | activation, % at 7.58 µM | hit rate 0.055% among 360,000;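 active = mean normalized replicate activation at least 10% and every replicate at or above 10%; inconclusive = only one of the two criteria met; inactive = mean below 10% and not all replicates reach 10%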;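 note: 0% = median of on-plate neutral control wells and 100% = ellipticine 6 µM median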
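System: SV40-immortalized XiGFP fibroblast cells, line 68-5-11 / Incubation: 3-day compound exposure, then 15 min fixation at room temperature / Compound: single concentration per compound, delivered by pin transfer / Buffer or medium: DMEM plus 5-aza-dC sensitizer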
ERAP1 inh – blocks human ERAP1 aminopeptidase activity; recombinant ERAP1, Leu-AMC fluorescence, 60 min; inhibition, % at 10.7 µM; AID 652197; Q9NZ08; hit rate 0.15% among 340,000;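 active = mean replicate inhibition of at least 30%, or all replicates individually reaching that 30% level; inactive = mean below 30% and not every replicate reaching it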;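 note: 0% = neutral control wells and 100% = L-leucinethiol positive control wells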
ARNT TACC3 PPI – ARNT/TACC3 interaction disruption; AlphaScreen His-ARNT PAS-B/GST-TACC3 binding, luminescence; TACC3 fragment carries E629A point mutation; inhibition, % at 9.99 µM; hit rate 0.66% among 390,000; AID 623870;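 active = mean inhibition of replicates at least 50% and at least half of replicates each reaching 50%; inconclusive = half or more replicates reach 50% but mean below 50%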;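 note: 0% = complete ARNT plus TACC3 wells and 100% = ARNT alone without TACC3; many hits fall short of the cut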
GSIS activator – GLuc luminescence reporter in INS-1E cells, primary screen for activators of glucose-dependent secretion of insulin; hit rate 0.61% among 370,000; activation, % at 16.6 µM; INS-1E GLuc reporter insulin secretion, 2-3 h; AID 743287;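 active = lowest replicate activation of at least 40%, so every replicate reaches that level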;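 note: 0% = median of neutral control wells and 100% = median of IBMX positive control wells; some compounds called inactive have numbers as strong as hits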
Starred values were filed as active, the others as inactive; ? = inconclusive; nt = not tested or not shown; & = joins results of further samples.

SMILES | esBAF inh | RAD52 inh | RAD54 inh | CFTR F508del cor | XiGFP reactiv | ERAP1 inh | ARNT TACC3 PPI | GSIS activator
COc1ccc(CNC(=O)c2sc(=O)n(Cc3ccccc3C)c2C)cc1 | 3 | -31 | -14 | 1.7 | 0.1 | nt | nt | -19
Cc1ccc(S(=O)(=O)N(C)C[C@H]2Oc3c(NS(=O)(=O)c4c(C)noc4C)cccc3C(=O)N([C@@H](C)CO)C[C@H]2C)cc1 | -4 | -9 | 0 | 3.3 | 0.0 | -1 | 8 | -4
CCc1ccc(Nc2nnc(SCC(=O)c3c(N)n(C4CC4)c(=O)[nH]c3=O)s2)cc1 | 8 | -11 | 1 | 0.3 | 0.1 | 7 | -7 | 0
O=C(COc1ccccc1[N+](=O)[O-])Nc1cc(C(=O)O)cc(C(=O)O)c1 | nt | -13 | nt | -0.3 | 0.5 | 2 | -5 | 18
O=C(NN1C(=O)/C(=C/c2cccc(O)c2)SC1=S)c1ccccc1O | -4 | -21 | -7 | -0.9 | 0.0 | 1 | 25 | -15
CCn1c(/C=C2/C(=O)N(C)c3ccccc32)nc2ccccc2c1=O | 6 | nt | -32 | nt | nt | nt | 2 | 27
C=C(Br)Cn1c(CC(C)C)nc2ccccc21 | 0 | nt | -7 | nt | nt | nt | -30 | 8
CN(C)C(=O)C[C@H]1C[C@@H]2c3cc(NC(=O)Nc4ccccc4)ccc3O[C@@H]2[C@@H](CO)O1 | 6 | nt | 2 | -0.5 | 0.2 | nt | -4 | 0
Cc1nnsc1C(=O)N1CCC(CO)(Cc2ccccc2Cl)CC1 | 2 | -11 | -7 | 0.2 | 0.1 | -2 | -2 | -3
CCCC(=O)Nc1ccc2c(c1)C(=O)N(C)[C@@H]1CC[C@@H](CC(=O)NCCN3CCCCC3)O[C@H]1CO2 | -2 | -9 | 11 | -0.4 | 0.3 | nt | -9 | 7

A second format for some results above.
Results follow in this order: esBAF inh	RAD52 inh	RAD54 inh	CFTR F508del cor	XiGFP reactiv	ERAP1 inh	ARNT TACC3 PPI	GSIS activator
> Cc1ccc(S(=O)(=O)N(C)C[C@H]2Oc3c(NS(=O)(=O)c4c(C)noc4C)cccc3C(=O)N([C@@H](C)CO)C[C@H]2C)cc1
 : -4	-9	0	3.3	0.0	-1	8	-4
> O=C(NN1C(=O)/C(=C/c2cccc(O)c2)SC1=S)c1ccccc1O
 : -4	-21	-7	-0.9	0.0	1	25	-15

Other entries follow.
SMILES | esBAF inh | RAD52 inh | RAD54 inh | CFTR F508del cor | XiGFP reactiv | ERAP1 inh | ARNT TACC3 PPI | GSIS activator
C[C@@H]1CN([C@H](C)CO)C(=O)c2cc(NC(=O)Nc3cccc4ccccc34)ccc2O[C@H]1CN(C)Cc1ccc(Oc2ccccc2)cc1 | -2 | -11 | 1 | 5.8 | 0.4 | -4 | -4 | -18
CCOc1ccccc1OCC(=O)OC(C)C(=O)Nc1ncc(Cl)cc1Cl (centres undefined) | -10 | -3 | -11 | 0.2 | 0.0 | -4 | -18 | -3
CCOc1ccc(NC(=S)NC23CN4CN(CN(C4)C2)C3)cc1 | nt | 17 | nt | 1.8 | 0.0 | 3 | 4 | 3
CCSc1sc(CC)cc1C=O | nt | -18 | nt | -2.9 | 0.0 | -4 | 1 | 2
Cc1cc(C)c2c(n1)sc1c(N3CCCCC3)ncnc12 | nt | -2 | -21 | -1.9 | 0.8 | 2 | 8 | 29
Nc1c(N(CCCO)C(=O)CCCN2C(=O)c3cccc4cccc(c34)C2=O)c(=O)[nH]c(=O)n1Cc1ccccc1 | -1 | -15 | 11 | -1.5 | 0.0 | 0 | -2 | 4
O=C(NCc1cccnc1)C(=O)C1C(=O)Nc2ccccc21 (centres undefined) | -7 | -18 | 3 | -0.6 | 0.0 | 2 | -4 | 2
O=S(=O)(c1cccc(C(F)(F)F)c1)N1CCN(C(=S)NCc2ccco2)CC1 | nt | nt | -8 | nt | 0.0 | nt | -3 | -32
COc1ccccc1-c1cccc(-c2nc(C(=O)N3CCOCC3)cc3c2[C@@H](CCO)N([S@](=O)C(C)(C)C)C3)c1 | 1 | -14 | -1 | 3.3 | 0.0 | -1 | 1 | -14
COc1ccc(-c2cc3ncccc3cn2)cc1 | 11 | -41 | 11 | 5.6 | 0.1 | -1 | -2 | 6
CCCNC(=O)Cc1ccc(N2C(=O)CSC2c2ccccc2)cc1 (centres undefined) | nt | 9 | -4 | 1.3 | nt | 2 | 1 | nt
COc1ccc(NS(=O)(=O)c2ccc(NC(=O)c3ccc(N(C)S(C)(=O)=O)cc3)cc2)c(OC)c1 | -11 | -10 | 5 | 2.2 | 0.0 | 0 | -1 | 7
COc1ccc(CCNC(=O)C(=O)NCC2OCCN2S(=O)(=O)c2cccs2)cc1OC (centres undefined) | nt | -10 | -2 | 1.2 | 0.1 | 0 | -1 | 35
OCCN1CCN(c2ncnc3c2c(-c2ccccc2)cn3-c2ccc(F)cc2)CC1 | nt | 0 | 6 | -1.0 | 0.1 | -1 | 14 | -31
Cc1cccc(Oc2nc(-c3ccncc3)nc3ccccc23)c1 | nt | -4 | nt | -0.2 | 0.1 | -2 | -5 | nt
Cc1ccc(S(=O)(=O)N[C@@H]2CC[C@H](CC(=O)N3CCC(Cc4ccccc4)CC3)O[C@@H]2CO)cc1 | -15 | 14 | -6 | -1.9 | -0.2 | 1 | -5 | -34
CSCCC(NC(=O)c1ccco1)C(=O)Nc1ccncc1 (centres undefined) | -5 | -2 | 2 | -0.5 | 0.4 | -5 | -4 | 12
C[C@@H]1CN([C@H](C)CO)C(=O)c2cc(Br)cnc2O[C@@H]1CN(C)C(=O)c1ccccc1 | -1&-6&-3 | 2&9&-2 | 7&3&5 | 2.8&-2.1&-2.0 | 0.3&-0.7 | 0&4&7 | 1&1 | 18&22
CCSc1nnc(CNC(=O)C23CC4CC(CC(C4)C2)C3)n1C1CCCCC1 | nt | -3 | -6 | nt | -0.1 | 10 | -34 | 1
O=C(Cn1cnc([N+](=O)[O-])c1)Nc1ccc(Cl)cc1Cl | 4 | -9 | -4 | 2.7 | -0.1 | 4 | nt | 1
CC(Nc1nc2ccccc2n2cnnc12)c1ccccc1 (centres undefined) | nt | -14 | 8 | -1.3 | -0.2 | -4 | 1 | 38
CN(C)C(=O)c1ccc(-c2ccc([C@H]3[C@@H](CO)N4CCCCN(C(=O)C5CCC5)C[C@@H]34)cc2)cc1 | nt | 6 | 2 | 2.8 | nt | -4 | -4 | nt
CC(/C=N/NC(=O)c1cc(C2CC2)[nH]n1)=C\c1ccccc1 | nt | -17 | nt | 1.9 | 0.0 | 2 | -1 | 7
Cc1ccc(S(=O)(=O)N2CCOCC2)cc1C(=O)OCC(=O)Nc1ccc2[nH]c(=O)[nH]c2c1 | -5 | -11 | -11 | -3.7 | 0.0 | 1 | -1 | 16
CC(=O)Nc1ccc(NC(=O)C2Cc3c(-c4ccc(Cl)cc4)ccnc3O2)cc1 (centres undefined) | 8 | -4 | 1 | 4.2 | 0.0 | -1 | nt | -8
Cc1ccc(-c2ccc(CN3C(C)C(=O)N(Cc4cn(CCC5OCCCO5)nn4)CCS3(=O)=O)cc2)cc1 (centres undefined) | 4 | -5 | 5 | 1.6 | 0.1 | -1 | nt | -9
S=c1[nH]nc(-c2ccc(Cl)cc2Cl)n1-c1ccccc1 | ? | -5 | -3 | -2.5 | 0.0 | -1 | 3 | 2
C[C@@H]1CN([C@H](C)CO)C(=O)c2cc(NC(=O)Nc3ccc(F)cc3)ccc2O[C@@H](C)CCCCO[C@H]1CN(C)S(=O)(=O)c1cn(C)cn1 | 1 | -5 | -3 | -1.8 | 0.0 | 3 | -1 | 16
Cc1noc(C)c1S(=O)(=O)Nc1cccc2c1O[C@@H](CN(C)Cc1ccc(Oc3ccccc3)cc1)[C@@H](C)CN([C@@H](C)CO)C2=O | -1 | -82 | -12 | 3.7 | 0.1 | -1 | nt | -12
OC[C@H]1[C@@H](c2ccc(C#CC3CCCC3)cc2)[C@@H]2CN(CCC(F)(F)F)CCCCN12 | 1 | 9 | 11 | -0.6 | 0.4 | 0 | 16 | 22
O=S(=O)(Nc1cccnc1Cl)c1ccc(F)cc1 | -1 | 8 | -7 | -1.3 | 0.0 | 0 | -16 | -8
O=S(=O)(c1ccccc1F)N1CCN(CC(O)c2ccccc2)CC1 (centres undefined) | -7 | -7 | -9 | -1.9 | 0.0 | -5 | -2 | 12
O=C(NCC1CCCO1)c1cc2ccccc2oc1=O (centres undefined) | nt | -11 | nt | 0.9 | 0.0 | -1 | -2 | 9
O=C(c1cccc(F)c1)N1CC(=O)N2[C@@H](CO)[C@H](c3ccc(C4=CCCC4)cc3)[C@@H]2C1 | nt | 6 | nt | -0.3 | 0.3 | -2 | nt | 13
COc1cc2c(cc1OC)C(Cc1ccccc1[N+](=O)[O-])=NCC2 | nt | -1 | nt | 5.7 | -0.2 | -2 | 39* | -1
O=C(OCC(=O)C12CC3CC(CC(C3)C1)C2)c1ccccn1 | -6 | -2 | -7 | -3.6 | 0.0 | 0 | 8 | nt
COC(=O)c1cc(NC(=O)c2cccnc2)ccc1N1CCOCC1 | nt | -16 | nt | nt | 0.0 | 1 | -2 | -5
C[C@H]1CN([C@@H](C)CO)C(=O)c2cc(NC(=O)c3ccncc3)ccc2O[C@@H]1CN(C)Cc1ccc(C(=O)Nc2ccccc2N)cc1 | nt | -5 | nt | -2.3 | -0.1 | 3 | nt | -11
COc1ccc2c3c([nH]c2c1)[C@H](CO)N(C(=O)C1CCCCC1)CC31CCN(S(C)(=O)=O)CC1 | nt | -11 | nt | 0.6 | 0.3 | 2 | nt | -1
CN(CC(=O)Nc1ccc(F)c(F)c1F)C(=O)c1ccc(-n2cncn2)cc1 | -3 | -9 | -13 | 1.3 | 0.0 | 1 | -7 | 8

An excerpt of these results, tab-delimited.
SMILES	esBAF inh	RAD52 inh	RAD54 inh	CFTR F508del cor	XiGFP reactiv	ERAP1 inh	ARNT TACC3 PPI	GSIS activator
COc1ccc(-c2cc3ncccc3cn2)cc1	11	-41	11	5.6	0.1	-1	-2	6
CCCNC(=O)Cc1ccc(N2C(=O)CSC2c2ccccc2)cc1 (centres undefined)	nt	9	-4	1.3	nt	2	1	nt
COc1ccc(NS(=O)(=O)c2ccc(NC(=O)c3ccc(N(C)S(C)(=O)=O)cc3)cc2)c(OC)c1	-11	-10	5	2.2	0.0	0	-1	7
COc1ccc(CCNC(=O)C(=O)NCC2OCCN2S(=O)(=O)c2cccs2)cc1OC (centres undefined)	nt	-10	-2	1.2	0.1	0	-1	35

Later entries
SMILES | esBAF inh | RAD52 inh | RAD54 inh | CFTR F508del cor | XiGFP reactiv | ERAP1 inh | ARNT TACC3 PPI | GSIS activator
CCCN(C)C[C@@H]1Oc2cc(-c3ccc(OC)cc3)ccc2S(=O)(=O)N([C@H](C)CO)C[C@@H]1C | -1 | -20 | 1 | 0.5 | 0.4 | -3 | -4 | -9
O=C(COC(=O)COc1ccccc1[N+](=O)[O-])NCc1ccc2c(c1)OCO2 | -2 | -3 | -2 | 1.3 | 0.0 | 1 | -11 | -4
Cc1ccc(C)c(S(=O)(=O)N2CCCC2CNC(=O)C(=O)NC2CCCC2)c1 (centres undefined) | -3 | -7 | -1 | -1.7 | -0.1 | 2 | -15 | -5
C/C(=N\Nc1nc2ccccc2s1)c1ccc(Br)s1 | nt | -18 | nt | nt | 0.1 | -1 | nt | -20
CCCC(C)NC(=O)c1cc(Cl)ccc1OC (centres undefined) | -4 | nt | -5 | nt | nt | nt | 0 | 35
